Screening results: PubChem, several laboratories
bIAP inh = blocks bovine intestinal alkaline phosphatase activity | purified bovine IAP, CDP-star luminescence, 30 min | inhibition, % at 20 µM | 190,000 tested, under 10 active;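 active = over 50% inhibition of intestinal alkaline phosphatase at 20 µM in the single-dose screen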
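System: Purified bovine intestinal alkaline phosphatase (IAP) enzyme | Input: IAP diluted 1/65,000,000 in the well | Also added: CDP-star chemiluminescent phosphatase substrate, 30 µM final | Dosing: 20 µM single dose | Times: Enzyme reaction for 30 min at room temperature | Detection: Luminescence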
TR-FRET SRC-2 ct = TR-FRET artefact, counter-screen to PPARgamma/SRC-2 agonist assay; hits give high values; TR-FRET ratio at 8 µM; 200,000 tested, 0.4% active; in the data active = TR-FRET ratio above about 2000; note: inactives centre near 1500
bIAP activator = intestinal alkaline phosphatase (bovine) activation; activation factor at 20 µM; 200,000 tested, 0.17% active; purified bovine IAP, CDP-star luminescence, 30 min; hits give high values; fold of DMSO-control signal, blank-subtracted;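 active = activation factor of 2 or more at 20 µM, a signal rise over negative controls twice the positive control's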
PPARg SRC2 recr = agonists of SRC-2 recruitment by human PPARgamma | 200,000 tested, 0.34% active | P37231 | activation, % at 8 µM | PPARgamma LBD-SRC-2 recruitment, biochemical; in the data active = activation above about 22%;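 note: 0% = vehicle and 100% = reference agonist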
Target sequence (P37231 whole entry, looked up, the tested form may be a part): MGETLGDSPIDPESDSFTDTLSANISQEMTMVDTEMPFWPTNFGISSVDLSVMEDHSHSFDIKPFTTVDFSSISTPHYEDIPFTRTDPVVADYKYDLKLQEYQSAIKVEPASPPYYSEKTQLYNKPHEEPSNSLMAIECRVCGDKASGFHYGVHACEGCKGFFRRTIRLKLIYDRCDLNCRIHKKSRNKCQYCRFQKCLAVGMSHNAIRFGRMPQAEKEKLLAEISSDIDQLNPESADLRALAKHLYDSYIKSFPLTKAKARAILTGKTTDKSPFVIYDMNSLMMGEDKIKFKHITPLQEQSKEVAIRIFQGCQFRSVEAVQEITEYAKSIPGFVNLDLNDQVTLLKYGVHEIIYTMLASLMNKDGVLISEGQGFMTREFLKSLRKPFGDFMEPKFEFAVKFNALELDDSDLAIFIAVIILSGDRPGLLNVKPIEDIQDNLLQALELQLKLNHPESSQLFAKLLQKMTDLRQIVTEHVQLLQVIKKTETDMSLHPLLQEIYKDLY
PPARg SRC1 recr = promotes SRC-1 coactivator recruitment by human PPARgamma; 200,000 tested, 0.41% active; AID 631; P37231; PPARgamma-SRC-1 coactivator recruitment biochemical assay; activation, % at 8 µM; in the data active = activation above about 19%;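 note: 0% = DMSO and 100% = reference agonist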
Efa HMGR inh = inhibitors of class II HMG-CoA reductase from Enterococcus faecalis | purified E. faecalis HMGR, NADPH absorbance 340 nm kinetic | AID 1066 | inhibition, % at 10 µM | 190,000 tested, 0.41% active;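 active = inhibition above a set limit, the median over all tested compounds plus 3 SD, cut at about 9.5% in these data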;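 note: enzyme runs in reverse so mevalonate oxidation gives rising NADPH absorbance; 0% = complete reaction with DMSO and 100% = background rate lacking mevalonate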
PPARg SRC-3 ag = agonists of human PPARgamma SRC-3 coactivator recruitment. P37231. AID 731. activation, % at 8 µM. 200,000 tested, 0.26% active. biochemical PPARgamma/SRC-3 coactivator recruitment assay; in the data active = activation above about 23%;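 note: 0% = DMSO and 100% = reference agonist; some compounds past the cut are filed as inactive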
TNAP inh hiacc = inhibitors of human TNAP at high phosphate acceptor concentration; 200,000 tested, 0.03% active; inhibition, % at 20 µM; purified TNAP, CDP-star luminescence, 1 M DEA; P05186;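 active = over 50% inhibition of tissue-nonspecific alkaline phosphatase at 20 µM in the single-dose screen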;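 note: plate controls were DMSO wells for no effect and EDTA-quenched wells as full inhibition for full effect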
Target sequence (P05186 whole entry, looked up): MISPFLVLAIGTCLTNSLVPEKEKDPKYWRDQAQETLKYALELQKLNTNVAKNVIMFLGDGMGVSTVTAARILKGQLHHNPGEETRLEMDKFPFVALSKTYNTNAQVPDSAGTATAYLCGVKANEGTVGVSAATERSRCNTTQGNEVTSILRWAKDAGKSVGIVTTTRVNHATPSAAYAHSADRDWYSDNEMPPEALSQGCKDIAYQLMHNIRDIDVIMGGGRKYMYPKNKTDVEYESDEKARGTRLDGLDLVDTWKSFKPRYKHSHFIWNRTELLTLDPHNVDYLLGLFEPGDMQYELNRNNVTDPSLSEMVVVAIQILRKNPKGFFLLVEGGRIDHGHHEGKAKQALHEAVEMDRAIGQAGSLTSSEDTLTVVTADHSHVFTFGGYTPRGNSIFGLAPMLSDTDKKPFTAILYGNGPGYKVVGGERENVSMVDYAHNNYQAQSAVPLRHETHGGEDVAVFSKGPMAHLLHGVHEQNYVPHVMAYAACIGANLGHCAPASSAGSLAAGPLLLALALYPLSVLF
TNAP inh no acc = TNAP (human) inhibition, acceptor-free conditions; P05186; purified TNAP, CDP-star luminescence, 30 min; AID 1012; inhibition, % at 20 µM; 200,000 tested, 0.26% active;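 active = tissue-nonspecific alkaline phosphatase inhibition above about 50% at 20 µM in the single-dose screen, limit read from the data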;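 note: 0% = DMSO negative control and 100% = EDTA positive control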
TNAP act hiacc = TNAP (human) activation, high acceptor. P05186. purified TNAP, CDP-star luminescence, 1 M DEA, 30 min; hits give high values; 0 = EDTA background, 1 = DMSO-only activity. activation factor at 20 µM. 200,000 tested, under 10 active;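 active = activation factor at least 2 at 20 µM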
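Dosing: 20 µM single point. System: human TNAP. Amount: TNAP 1/800 final. Incubation: 30 min, room temperature. Read-out: TNAP activation factor scaled between EDTA and DMSO control wells. Signal: luminescence from CDP-star hydrolysis. Medium: 1 M DEA, pH 9.8, Mg2+, Zn2+. Control set: EDTA negative control, DMSO positive control.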
Numbers without * were called inactive; nt = no result given. Hits appear at their usual frequency (roughly 1.6% active in at least one column).

SMILES	bIAP inh	TR-FRET SRC-2 ct	bIAP activator	PPARg SRC2 recr	PPARg SRC1 recr	Efa HMGR inh	PPARg SRC-3 ag	TNAP inh hiacc	TNAP inh no acc	TNAP act hiacc
Cc1ncccc1C(=O)N1CCCC(C(=O)c2ccc3c4c(cccc24)CC3)C1 (stereo not given)	-14	1495	1.1	1	2	-6	4	-5	-5	1.1
COc1cccc(NC(=S)N(CCCN2CCCC2)Cc2cccn2Cc2ccc(Cl)cc2)c1	33	1859	0.7	6	3	-7	-1	-8	-6	1.1
Cc1cc2c(nn1)CCC/C2=N\O	16	1535	0.8	3	0	-2	3	-6	-12	1.1
CC(C)(C)NC(=O)NC(=O)CN1CCN(Cc2ccccc2)CC1	-1	1498	1	0	1	-2	-2	-3	-11	1
Cc1cccc(C2c3[nH]c4ccccc4c3CCN2Cc2cccn2-c2ncccn2)c1 (stereo not given)	-5	1444	1	6	-3	-1	3	1	-3	1
CCSC1=C(C#N)C(c2cccs2)C(C(=O)OC)=C(C)N1 (stereo not given)	19	1502	0.8	-5	-4	-3	-6	-3	-8	1
Cc1ccn2c(Nc3ccccc3C)c(-c3ccncc3)nc2c1	4	1703	1	10	0	-1	1	-5	-4	1
CN1c2ccccc2C(C)(C)C12CC(CCl)=NO2 (stereo not given)	3	1586	1	9	3	-7	17	-4	-6	1
O=C(/C=C\c1ccc2c(c1)OCO2)NC1(C(=O)Nc2ccc3c(c2)OCO3)CCCCC1	4	1763	1	1	2	-4	4	0	-9	1
O=C(N/N=C/c1coc2ccccc2c1=O)c1ccccc1	-3	1712	1	8	5	-3	3	2	25	1
O=C(CN1C(=O)c2cccnc2C1=O)c1ccccc1	10	1455	0.9	3	-6	-3	6	5	-3	0.9
CCN(CC)C(=O)c1sc(N2C(=O)Nc3ccccc3N2O)c(C(=O)OC)c1C	-5	1495	1.1	2	4	1	-1	-1	-8	1
Cc1noc(/C=C/N(C)C)c1S(=O)(=O)N1CCCC(C(=O)N2CCc3ccccc32)C1 (stereo not given)	nt	1443	nt	13	8	nt	6	nt	nt	nt
Cc1ccc(C23OC(=O)C(C)(C)C2OC(=O)C3(C)C)cc1 (stereo not given)	8	1574	0.9	1	-2	0	-6	-2	-7	1
CC(C)OC(=O)CSc1nnc(-c2cnccn2)n1-c1ccc(Cl)cc1	-1	1617	1	3	0	-2	10	-4	-14	1
COCCN1C(=O)C(CC(=O)Nc2ccccc2)SC1=Nc1ccc(OC)cc1 (stereo not given)	1	1571	1	7	5	-8	-4	-2	-2	1
CCOc1cccc(/C=C/c2ccc3ccccc3n2)c1OC(C)=O	2	1595	1	6	3	-3	1	-1	-2	1
Cc1nc2ccc(NS(=O)(=O)c3c(C)c(C)cc(C)c3C)cc2s1	10	1474	0.9	5	2	0	-7	0	-3	1
COc1cccc(C(=O)O/N=C/c2ccc(Sc3ccc(C)cc3)nc2)c1	16	1452	0.8	4	-3	-6	-3	-5	-21	1
COc1ccc(-c2nnco2)cc1OC	-4	1517	1	-1	-4	-1	-3	1	-12	1
Cc1ccc(NC(=S)NC(=O)/C=C/c2ccc(Cl)cc2)cc1	5	1644	0.9	8	4	-4	-3	4	-4	1
O=[N+]([O-])c1ccc(Sc2cccc3cccnc23)c2cccnc12	4	1583	1	1	1	-4	2	-2	-2	1
COC(=O)c1ccccc1NC(=O)N1CCN(S(=O)(=O)c2ccc(Cl)cc2)CC1	5	1444	1	-2	6	-7	-6	-6	-7	1.1
CC1CCCCC1n1c(=S)[nH]c2ccccc2c1=O (stereo not given)	-3	1605	1	-2	0	-2	-11	0	-2	1
Cc1cc(C)cc(Nc2c3c(nc4ncnn24)CCC3)c1	7	1368	0.9	6	4	1	9	-6	-47	1.1
Cc1ccc(OCC(=O)NC(=S)Nc2cccc(NC(=O)c3ccccc3Cl)c2)cc1	0	1711	1	-8	6	2	-3	0	-12	1
Cc1nc(SCC(=O)NC(C)c2ccccc2)c2oc3ccccc3c2n1 (stereo not given)	-4	1582	1	6	6	1	4	2	6	1
COc1ccc(S(=O)(=O)n2ccc(C(C)Oc3ccc(-c4ccccc4)c(F)c3)n2)cc1 (stereo not given)	nt	1525	0.2	9	5	0	4	-2	-13	1
Cc1ccc2[nH]cc(CCNC(=O)Nc3ccccc3)c2c1	39	1517	0.6	-2	2	-4	-1	-5	-2	1.1
COn1c(SCc2ccc(Cl)cc2)nc2ccccc2c1=O	9	1546	0.9	6	4	-1	2	-8	-12	1.1
Cc1ccc2c(c1)nnn2C1CCN(S(=O)(=O)c2ccc3ccccc3c2)CC1	9	1634	0.9	2	-1	-5	3	1	-7	1
CCOC(=O)C1=C(C)Nc2nc(SCC(=O)OC)nn2C1c1cc(F)cc(F)c1 (stereo not given)	4	1483	1	0	-1	1	-4	-2	-10	1
Cc1ccc(OCC(=O)NCc2ccc3c(c2)OCO3)c([N+](=O)[O-])n1	1	1672	1	2	8	-2	-1	-5	-6	1
S=C(c1ccc(-c2ccc(Cl)cc2)o1)N1CCCCC1	nt	1533	0.2	-6	-2	1	-1	-2	-8	1
COC(=O)CSc1nc2ccc(C)cc2cc1C#N	13	1580	0.9	7	9	1	5	-3	7	1
CN(C)S(=O)(=O)c1cccc(NC(=S)NN=C(Cc2ccccc2)Cc2ccccc2)c1	-21	1641	1.2	-3	7	-1	8	0	-31	1
OC(c1ccc(OCc2ccccc2)cc1)c1nnc(-c2ccccc2)o1 (stereo not given)	-7	1592	1.1	-3	-1	4	11	-4	-5	1
CCC(C)NC(=O)c1cnn2c(C)c3c(nc12)CCCC3 (stereo not given)	-6	1452	1.1	3	6	2	-13	-5	-16	1
O=C(NC1CCCCCCC1)c1ccc2c(c1)OCO2	15	1559	0.8	-1	6	-3	-1	-10	-17	1.1
O=C(O)CCCCc1nc2ccccc2s1	3	1243	1	2	-9	-4	-8	1	9	1
CCc1c(C)nc2ncnn2c1NC1CCCc2ccccc21 (stereo not given)	5	1680	1	11	8	-7	8	1	0	1
CC(C)(C)c1nc[nH]c(=O)c1Br	7	1479	0.9	-6	-1	-6	-6	2	-5	1
Cc1cc(NC(=O)CCOc2ccccc2)no1	4	1551	1	-5	-1	nt	-13	1	-5	1
CCOc1ccccc1CN1CCN(S(C)(=O)=O)CC1	5	1544	1	4	2	-11	-3	-3	-13	1
O=C1CCC(=O)N1CCC(c1ccc(F)cc1)c1ccco1 (stereo not given)	4	1394	1	-3	1	1	-4	-4	-13	1

Look-ups from above:
CN(C)S(=O)(=O)c1cccc(NC(=S)NN=C(Cc2ccccc2)Cc2ccccc2)c1 in TR-FRET SRC-2 ct: 1641
CCc1c(C)nc2ncnn2c1NC1CCCc2ccccc21 (stereo not given) in PPARg SRC2 recr: 11
O=C1CCC(=O)N1CCC(c1ccc(F)cc1)c1ccco1 (stereo not given) in bIAP inh: 4
CCOC(=O)C1=C(C)Nc2nc(SCC(=O)OC)nn2C1c1cc(F)cc(F)c1 (stereo not given) in TNAP inh hiacc: -2
CCOc1ccccc1CN1CCN(S(C)(=O)=O)CC1 in Efa HMGR inh: -11

Carrying on.
SMILES	bIAP inh	TR-FRET SRC-2 ct	bIAP activator	PPARg SRC2 recr	PPARg SRC1 recr	Efa HMGR inh	PPARg SRC-3 ag	TNAP inh hiacc	TNAP inh no acc	TNAP act hiacc
CCOc1ccc(NC(=O)CSC2=C(C#N)C(c3ccc4c(c3)OCO4)CC(=O)N2)cc1 (stereo not given)	8	1489	0.9	-3	0	-1	0	-7	-10	1.1
Cc1cc(C)cc(NC(=O)C(=S)NCc2ccccc2)c1	2	1473	1	-2	2	-1	1	-5	-28	1
CCC1=NC(c2ccc(Br)cc2)N(O)C1(C)C (stereo not given)	1	1429	1	-1	-4	-7	-2	-3	-12	1
COc1cccc2c(Cl)c(CC=C(Cl)Cl)c(C)nc12	-4	1405	1	-6	-5	0	-1	1	2	1
COC(=O)c1ccc(N2C(=O)Nc3ccccc3N2O)cc1	0	1457	1	-1	-10	-4	2	-6	-8	1.1
Cc1ccccc1NC(=S)N1CCCC1	21	1523	0.8	-6	-13	-2	-3	-2	-9	1
COc1ccc(-c2sc(NC(=O)c3ccc(C)cc3)nc2-c2ccc([N+](=O)[O-])cc2)cc1	23	1454	0.8	-1	8	-2	-6	7	10	0.9
CCCCC(=O)NC(NC(=S)N1CCOCC1)C(Cl)(Cl)Cl (stereo not given)	-11	1647	1.1	7	7	-3	-14	0	-4	1
COc1ccc(CNC(=O)c2csc(Cc3ccccc3)n2)cc1	9	1805	0.9	3	0	0	10	-1	-9	1
O=C(Nc1cccc(F)c1)c1cc(S(=O)(=O)N2CCC(C(=O)O)CC2)ccc1F	5	1572	0.9	1	5	0	9	0	-5	1
Cc1c(NC(=S)NC(=O)c2cc3ccccc3o2)c(=O)n(-c2ccccc2)n1C	9	1387	0.9	3	-3	-4	0	-6	-2	1.1
Cc1cc(C(C)(C)C)cc(S(=O)(=O)Nc2cccc(C(=O)O)c2)c1C	10	1420	0.9	-2	0	-4	0	-4	-10	1
CCCC(=O)Nc1ccccc1NC(C)=O	5	1503	1	4	-7	-9	-5	0	-8	1
Cc1cc(C)nc(NC(=O)C(C)C)n1	12	1526	0.9	1	2	-1	0	-4	-6	1
O=C(CC(O)(c1ccccc1)C(F)(F)F)c1cccs1 (stereo not given)	17	1394	0.8	1	3	5	12	-7	-24	1.1
Cc1ccc(N2CC(c3nc4ccccc4[nH]3)CC2=O)c(C)c1 (stereo not given)	4	1756	1	11	3	1	0	-3	-8	1
O=C(CN1CCC(n2nnc3cc(F)ccc32)CC1)NC1CC1	-1	1361	1	0	3	0	-7	-1	2	1
Clc1ccc(Oc2nnnn2-c2ccccc2)cc1	26	1678	0.7	-1	1	-1	-2	-3	-18	1
O=C(Nc1ccc2c(c1)OCCO2)N1CCN(c2ccccc2)CC1	0	1588	1	-1	3	-1	2	-5	-11	1
CCN(CC)C(=O)C1CCN(CC2CC=CCC2)CC1 (stereo not given)	-16	1624	1.2	2	3	0	-2	-1	-11	1
CCCCC(c1nnnn1CCOC)N1CCN(C)CC1 (stereo not given)	13	1616	0.9	-5	2	-1	-9	-2	-12	1
Cc1ccnc(SCC(=O)N2CCN(c3cccc(Cl)c3)CC2)n1	-1	1403	1	-2	-4	2	-1	0	-7	1
Cc1ccc(C(=O)C2(C)C3c4cc(Br)ccc4OC(=O)C32C(=O)c2ccco2)cc1 (stereo not given)	-3	1622	1	4	8	-1	9	-4	-7	1
CCn1c(SCC(=O)c2ccc(OC)cc2)nnc1C(C)NC(=O)c1ccc(OC)cc1 (stereo not given)	3	1589	1	7	-6	-2	-5	4	-2	1
COc1ccc(/C=N\N=C2/SC(CC(=O)O)C(=O)N2c2ccc(O)cc2)cc1OC (stereo not given)	26	1657	0.7	3	7	-1	1	-3	12	1

Fetched by compound from the list above, 2 records:
SMILES	bIAP inh	TR-FRET SRC-2 ct	bIAP activator	PPARg SRC2 recr	PPARg SRC1 recr	Efa HMGR inh	PPARg SRC-3 ag	TNAP inh hiacc	TNAP inh no acc	TNAP act hiacc
Cc1ccc(N2CC(c3nc4ccccc4[nH]3)CC2=O)c(C)c1 (stereo not given)	4	1756	1	11	3	1	0	-3	-8	1
Cc1ccc(C(=O)C2(C)C3c4cc(Br)ccc4OC(=O)C32C(=O)c2ccco2)cc1 (stereo not given)	-3	1622	1	4	8	-1	9	-4	-7	1
